# BAZ2B inh = qHTS Assay for Inhibitors of BAZ2B; 360,000 compounds, 4.4% hits; Potency, µM (titrated, usually from 114 µM), for the others: top-dose activity change, negative = inhibition, usual class: inhibitors; Bromodomain adjacent to zinc finger domain protein 2B (Homo sapiens), Q9UIF8; AlphaScreen BAZ2B-H3K14Ac peptide displacement; also: potency is read from the fitted curve at half-maximal effect; % is scaled to controls: 0 for no effect and ±100 for the full control effect; nearly all actives have a fitted effect of over 60% in size
#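 In this displacement format the biotinylated H3(5-23) peptide acetylated at Lys14 serves as ligand at 50 nM, with BAZ2B at 50 nM in PBS pH 7.4 containing 0.01% Tween-20. Donor and acceptor beads are 10 ug/mL final.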
# JMJD2A Tudor = qHTS Assay for Inhibitors of JMJD2A-Tudor Domain; Lysine-specific demethylase 4A (Homo sapiens), O75164; AlphaScreen JMJD2A-Tudor / H3K4me3 peptide binding; Potency, µM (highest dose often 114 µM), for inactives: top-dose activity change, negative = inhibition, most hits filed as inhibitors; 390,000 compounds, 4.4% hits; also: potency is read from the fitted curve at half-maximal effect; % is scaled to controls: 0 for no effect and ±100 for the full control effect; nearly all actives have a fitted effect of over 50% in size
# GLS inhibitor = qHTS for Inhibitors of Glutaminase (GLS) | GLS enzymatic activity, qHTS titration | 410,000 compounds, 0.21% hits | Potency, µM (doses to about 45.5 µM), without a hit: at the highest dose activity change, negative = inhibition, most hits filed as inhibitors; also: potency is read from the fitted curve at half-maximal effect; % is scaled to controls: 0 for no effect and ±100 for the full control effect
# Target sequence (O94925 whole entry, looked up): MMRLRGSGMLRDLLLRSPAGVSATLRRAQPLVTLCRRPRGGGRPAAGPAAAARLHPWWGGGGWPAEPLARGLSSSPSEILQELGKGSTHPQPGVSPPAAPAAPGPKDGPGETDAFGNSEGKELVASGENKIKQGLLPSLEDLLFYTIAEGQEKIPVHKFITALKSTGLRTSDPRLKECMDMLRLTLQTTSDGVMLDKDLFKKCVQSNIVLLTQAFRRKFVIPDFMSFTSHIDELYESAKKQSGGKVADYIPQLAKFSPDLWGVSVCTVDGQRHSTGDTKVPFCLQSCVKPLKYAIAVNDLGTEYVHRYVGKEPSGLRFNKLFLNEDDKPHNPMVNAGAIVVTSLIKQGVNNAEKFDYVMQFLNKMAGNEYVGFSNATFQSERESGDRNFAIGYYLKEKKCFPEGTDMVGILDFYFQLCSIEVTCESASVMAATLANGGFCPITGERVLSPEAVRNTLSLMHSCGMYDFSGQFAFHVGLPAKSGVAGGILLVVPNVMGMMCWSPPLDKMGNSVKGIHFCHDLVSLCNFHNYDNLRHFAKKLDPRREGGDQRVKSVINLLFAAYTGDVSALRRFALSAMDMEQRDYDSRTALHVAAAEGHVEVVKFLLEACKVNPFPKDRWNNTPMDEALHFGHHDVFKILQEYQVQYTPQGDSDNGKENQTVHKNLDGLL
#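 Read-out is an Amplex red fluorescence increase coupled through glutamate oxidase and HRP, measured before and after 30 min room-temperature incubation. hKGA is in 45 mM KH2PO4 (pH 8.2) with 0.02% Tween-20; glutamine added as 1mM solution.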
# RGS4 inh = Inhibitors of Regulator of G Protein Signaling (RGS) 4: qHTS | Regulator of G-protein signaling 4 (Homo sapiens), P49798 | Transcreener GDP fluorescence polarization, RGS4-accelerated GTP hydrolysis | Potency, µM (titrated, usually from 114 µM), for the others: at the highest dose activity change, negative = inhibition, most hits filed as inhibitors | 390,000 compounds, 0.039% hits; also: potency is read from the fitted curve at half-maximal effect; % is scaled to controls: 0 for no effect and ±100 for the full control effect; nearly all actives have a fitted effect of over 75% in size; some results filed as inactive show a strong effect at the top dose
# Target sequence (P49798 whole entry, looked up): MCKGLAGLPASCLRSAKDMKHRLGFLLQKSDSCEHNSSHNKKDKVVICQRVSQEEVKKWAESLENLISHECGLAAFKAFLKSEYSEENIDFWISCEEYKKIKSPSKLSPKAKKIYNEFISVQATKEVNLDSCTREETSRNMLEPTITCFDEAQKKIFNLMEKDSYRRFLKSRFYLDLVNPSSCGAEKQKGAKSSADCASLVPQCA
#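 MLSMR compounds (23 nl, pin-transferred) preincubated 10 min at room temperature with a 500nM (2x) first reagent, then RGS4 at 900nM (2x) plus Transcreener GDP mix added; fluorescence polarization (620/688 nm) read before and after 90 min at 30 °C.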
# 12-LOX inh = Primary qHTS assay for inhibitors of human arachidonate 12S-lipoxygenase (ALOX12): Round 2; 580,000 compounds, 1.1% hits; Potency, µM (top dose mostly 108 µM), inactives show at the top dose activity change, negative = inhibition, usual class: inhibitors; AID 1671190, 2021; purified 12hLO, xylenol orange hydroperoxide absorbance; Polyunsaturated fatty acid lipoxygenase ALOX12 (Homo sapiens), P18054; also: potency is read from the fitted curve at half-maximal effect; % is scaled to controls: 0 for no effect and ±100 for the full control effect
#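 Hydroperoxide product was detected by ferrous iron/xylenol orange as the 573 to 405 nm absorbance ratio. Arachidonic acid at 40 uM (final) was turned over for 30 min at room temperature by 150 nM human 12hLO, pH 7.0 Hepes buffer, after 15 min compound preincubation.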
# G9a block = qHTS Assay for Inhibitors of Histone Lysine Methyltransferase G9a; Histone-lysine N-methyltransferase EHMT2 (Homo sapiens), Q96KQ7; G9a H3K9 monomethylation, AlphaScreen, 2 h; Potency, µM (top dose mostly 102 µM), without a hit: top-dose activity, negative = inhibition, actives largely listed as inhibitors; 350,000 compounds, 8.8% hits; also: potency is read from the fitted curve at half-maximal effect; % is scaled to controls: 0 for no effect and ±100 for the full control effect; nearly all actives have a fitted effect of over 75% in size
#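 Quantitative HTS format: methyltransferase activity on a biotin-tagged H3K9 peptide is measured by AlphaScreen, using a rabbit anti-monomethyl-H3K9 antibody with streptavidin donor and anti-IgG acceptor beads. Final levels are 20 nM enzyme, 500 nM peptide, 20 uM SAM; 2 h RT.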
# PI4K2A block = qHTS for small molecular inhibitors of PI4K2A. activity change, negative = inhibition, % at 76.9 µM. 420,000 compounds, 0.13% hits. Phosphatidylinositol 4-kinase type 2-alpha (Homo sapiens), Q9BTU6. purified PI4K2A, ADP-Glo luminescence, 1 h; stronger effect = lower value; in the data active = activity change below about -50%; inconclusive = mostly about -30% to -49%;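 also: -100% = wells without enzyme as full effect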
#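 ADP-Glo luminescence measured ADP generated by PI4K2A enzyme (4 ug/mL before mixing) with 1.2 mM PI substrate (pre-mix) and 300 microM ATP (pre-mix). Tris pH7.5 buffer with MgCl2, Triton X-100; 1 h reaction at ambient temperature.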
# HP1b binding inh = HTS for Inhibitors of HP1-beta Chromodomain Interactions with Methylated Histone Tails. Chromobox protein homolog 1 (Homo sapiens), P83916. AlphaScreen HP1-beta / biotin-H3K9me3 peptide binding. Potency, µM (series often up to 114 µM), for inactives: at the highest dose activity change, negative = inhibition, actives largely listed as inhibitors. 390,000 compounds, 0.56% hits. AID 540317, 2011; also: potency is read from the fitted curve at half-maximal effect; nearly all actives have a fitted effect of over 70% in size; inactives centre near 23
# Target sequence (P83916 whole entry, looked up): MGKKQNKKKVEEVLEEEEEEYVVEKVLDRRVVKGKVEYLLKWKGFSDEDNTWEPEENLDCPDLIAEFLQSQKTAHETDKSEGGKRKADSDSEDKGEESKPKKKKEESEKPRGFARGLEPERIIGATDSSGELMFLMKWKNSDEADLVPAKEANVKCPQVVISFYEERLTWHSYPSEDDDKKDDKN
#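 AlphaScreen: HP1-beta (50 nM) preformed 30 min with biotin-H3(1-18)K9me3 peptide (50 nM) in PBS pH 7.4, 0.01% Tween-20. Compound added for 30 min at RT, then streptavidin donor/nickel chelate acceptor beads (10 ug/mL) for 30 min.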
# ERG-DNA inh = qHTS for Small Molecule Inhibitors of the ERG Ets/DNA interaction | fluorescence polarization, His-ERG Ets domain / labelled DNA | 370,000 compounds, 0.028% hits | Potency, µM (highest dose often 76.9 µM), without a hit: top-dose FP activity, negative = inhibition, actives largely listed as inhibitors | Transcriptional regulator ERG (Homo sapiens), P11308 | AID 624246, 2012; active = well fitted inhibition curve with a large enough effect in the polarisation, with a control signal flat; inconclusive = small, poorly fitted or top-dose-only effect, or effect the other way, or a change in a side signal; inactive = no such curve, though single readings can be large or run the other way; the % refers to the polarisation;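 also: polarization taken with two DNA probes labelled with fluorescein and Texas red; potency is read from the fitted curve at half-maximal effect; % of control where 0% means no effect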
#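 His-tagged ERG Ets domain (1 uM in the protein solution; 300mM KCl, 50mM Tris-HCl, 1mM EDTA, 1mM DTT, pH 7.5) received compound, then a probe mix of 5 nM fluorescein-DNA and 100nM Texas-615-DNA. Fluorescence polarization was read for both dyes.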
# An asterisk follows results filed as active; i = inactive; ? = inconclusive; · = not tested or not shown; [ ] = dose if it differs, or a comment. Unless noted, calls follow the shape of the dose curve; as a rule, active = well fitted curve in the direction sought with a large enough effect; inconclusive = small, poorly fitted or top-dose-only effect, or another doubt; inactive = no such curve, though single readings can be large; an effect the other way counts as inactive or inconclusive. Only part of the results is shown; count on the stated rates, not on these rows.
# Results follow in this order: G9a block	BAZ2B inh	12-LOX inh	RGS4 inh	PI4K2A block	JMJD2A Tudor	ERG-DNA inh	HP1b binding inh	GLS inhibitor
> Cc1ccccc1NS(=O)(=O)c1cccc(C(=O)Nc2cccc(C(=O)O)c2)c1
→ 11%	8%	7%	-2%	-8	-6%	4%	39%	1%
> O=S(=O)(Cc1ccccc1Cl)N1CCN(Cc2ccc3c(c2)OCO3)CC1
→ -8%[59 µM]	-7%	3%	-6%	0	-30%	·	17%	4%
> O=C(NCCCN1CCC(Cc2ccccc2)CC1)C1CCN(S(=O)(=O)N2CCC3(CC2)OCCO3)CC1
→ -32%	2%	-1%	25%[56.9 µM]	3	-17%	-5%	23%	-21%
> CCOC(=O)Nc1ccc2c(c1)Cc1cc([N+](=O)[O-])ccc1-2
→ ·	·	5%	-24%	-6	4%	-10%	39%[activator]	-9%
> COc1ccccc1N1CCN(C(=O)c2cc3c(=O)oc4ccccc4c3s2)CC1
→ 6%[59 µM]	7%	-1%	2%	-5	-17%	0%	10%	-2%
> Cc1cccc(C)c1N(CC(=O)N1CCCC1)S(C)(=O)=O
→ -1%	7%	?	2%	-1	-16%	1%	45%[activator]	5%
> CCOc1ccccc1CN1CCN(CCCn2cccn2)CC1CCO (stereo unspecified)
→ -6%	-15%	-2%	-7%	4	1%	-8%	46%[activator]	3%
> COc1ccc(NC(=O)C(c2ccc(OC)cc2)N(C)C(=O)CNC(C)=O)cc1 (stereo unspecified)
→ -4%[0.0925 µM]	-3%	0%	-23%	-3	?	-5%	-7%	2%
> COc1ccccc1NC(=O)c1ccc(NC(=O)COC(=O)c2ccc(O)cc2)cc1
→ -8%[2.33 µM]	6%	-28%	3%	-3	-11%	-9%	24%	1%
> O=[N+]([O-])c1ccc(OCc2cn([C@@H](CO)c3ccccc3)nn2)c(Br)c1
→ 8%[59 µM]	-14%	-12%	-21%	-1	-18%	1%	16%	-4%
> O=C(CN1C(=O)COc2ccccc21)NCCCN1CCCCC1
→ 20%	4%	2%	31%	3	-5%	1%	2%	-1%
> O=C(O)CN1C(=O)/C(=C\c2cc(Br)ccc2OCc2ccccc2F)SC1=S
→ 40µM*	56µM*	?	?	-1	50µM*	-7%	-11%	21%
> Nc1cc2nsnc2cc1Br
→ ?	12%[57.1 µM]	?	?	?	-35%	8%	?	8%
> O=C(CN1C(=O)c2ccc([N+](=O)[O-])cc2C1=O)NCCC1=CCCCC1
→ 9%[0.501 µM]	1%	-8%	29%	2	-21%	1%	13%	0%
> COc1ccc(N(CC(C)C)S(=O)(=O)c2nnc(NC(=O)CC(C)C)s2)cc1
→ 12%	1%	?	0%	7	3%	0%	33%	-9%
> Nc1nc(SCc2ccccc2)ns1
→ 4µM*	5%	-3%	-34%	0	79µM*	-7%	?	11%
> O=C(O)c1ccc(C(=O)Nc2ccc(F)cc2)cc1
→ -37%[2.33 µM]	-15%	-6%	11%	-11	-26%	2%	-4%	-2%
> COc1ccc(CN2CCNC(=O)C2CC(=O)N(C)Cc2ccon2)c(F)c1 (stereo unspecified)
→ -8%	-2%	i	13%	-2	-6%	-2%	4%	12%
> O=C(OCc1ccccc1)c1ccc(-c2nnn(Cc3ccccc3F)n2)cc1
→ 6%[59 µM]	5%	-15%	8%	3	29%	3%	37%[activator]	0%
> O=C(O)c1ccccc1C(=O)c1ccc2oc(=O)[nH]c2c1
→ ·	·	4%	-18%	2	?	-3%	12%	-8%
> CC1CC(C)CN(CCCNS(=O)(=O)c2ccc3c(c2)oc(=O)n3C)C1 (stereo unspecified)
→ 10%	-15%	0%	-19%	-1	-8%	26%	33%	0%
> CCOC(=O)C1=C(O)C(=O)N(Cc2cccnc2)C1c1ccc(OC)cc1 (stereo unspecified)
→ ?	-36%	-28%	10%	0	-7%	-20%	45%[activator]	-15%
> COc1ccc(C(=O)NNc2ncnc3c2cnn3-c2ccc(C)c(Cl)c2)cc1
→ 14%[59 µM]	0%	-4%	12%	1	-20%	7%	28%	-12%
> O=C(CCS(=O)(=O)c1cc2c(cc1Cl)NC(=O)CO2)NCc1ccc(Cl)cc1
→ -22%[59 µM]	-37%	-2%	14%	1	-3%	1%	13%	-2%
> CN1CCN(c2ccccc2NC(=O)c2cc3c(s2)-c2ccccc2OC3)CC1
→ -38%	-34%	0%	21%	-1	-12%	-5%	25%	-2%
> CS(=O)(=O)c1ccc(Cl)c(NC(=O)Cc2c(Cl)cccc2Cl)c1
→ 2%	1%	-3%	-23%	2	-17%	-2%	-4%	1%
> Cc1n[nH]c(=S)n1-c1ccc(Cl)cc1
→ ?	-2%	?	7%	0	2.5µM*	1%	36%	-2%
> COc1ccc(Cl)cc1NC(=O)c1nnn(CC(=O)Nc2ccc3c(c2)OCO3)c1N
→ 12%	?	0%	-2%	-2	3%	2%	29%	-9%
> CCOc1nc2ccccc2nc1NS(=O)(=O)c1ccc(Cl)cc1
→ -22%	0%	?	10%	-2	-6%	1%	27%	-6%
> CCCn1c(N)c(N(CCOC)C(=O)c2cc3c(s2)CCCCC3)c(=O)[nH]c1=O
→ 6%	-12%	7%	-1%	2	-7%	-1%	26%	0%

# Reformatted: entries from further up.
molecule,G9a block,BAZ2B inh,12-LOX inh,RGS4 inh,PI4K2A block,JMJD2A Tudor,ERG-DNA inh,HP1b binding inh,GLS inhibitor
O=S(=O)(Cc1ccccc1Cl)N1CCN(Cc2ccc3c(c2)OCO3)CC1,-8%[59 µM],-7%,3%,-6%,0,-30%,·,17%,4%
COc1ccc(CN2CCNC(=O)C2CC(=O)N(C)Cc2ccon2)c(F)c1 (stereo unspecified),-8%,-2%,i,13%,-2,-6%,-2%,4%,12%
CCCn1c(N)c(N(CCOC)C(=O)c2cc3c(s2)CCCCC3)c(=O)[nH]c1=O,6%,-12%,7%,-1%,2,-7%,-1%,26%,0%
CCOC(=O)Nc1ccc2c(c1)Cc1cc([N+](=O)[O-])ccc1-2,·,·,5%,-24%,-6,4%,-10%,39%[activator],-9%

# Next part:
# Results follow in this order: G9a block	BAZ2B inh	12-LOX inh	RGS4 inh	PI4K2A block	JMJD2A Tudor	ERG-DNA inh	HP1b binding inh	GLS inhibitor
> COc1cc(/C=N/NC(=O)c2cccc(S(=O)(=O)N3CCOCC3)c2)cc(OC)c1O
→ 40µM*	-13%	24%	8%	-2	-19%	-7%	17%	33%[activator]
> Cc1[nH]c(C)c(S(=O)(=O)Nc2cccc(Cl)c2C)c1C(=O)N1CCCCC1
→ 29%	-20%[57.1 µM]	?	10%[11.4 µM]	-2	?	8%	-10%	19%
> Cc1ccc2nc(N/C(=N/S(=O)(=O)c3ccc(F)cc3)c3ccccc3)sc2c1
→ -42%	-13%	3%	-14%	3	-2%	2%	40%[activator]	-7%
> CCCCN=Cc1sc2ccc(OCC)cc2c1O
→ ?	79µM*	-2%	-45%[56.9 µM]	-12	28µM*	-1%	?	53%[activator]
> COCc1ccc(CN2CCC(n3nccc3NC(=O)CCCc3ccccc3)CC2)o1
→ 7%[59 µM]	-17%	12%	4%	8	-14%	-12%	31%	-7%
> Cc1cc(=O)n(CCO)c(O)c1C#N
→ ?	?	?	-5%	-12	?	-12%	1%	19%
> Cc1cc(NC(=O)CCOc2ccc(F)cc2)no1
→ 56µM*	-9%	0%	?	16	-1%	-7%	36%	-3%
> COc1ccc(-c2noc(CN(C)C(=O)Nc3ccccc3)n2)cc1
→ -37%	-10%	4%	-4%	1	-16%	5%	37%	-2%
> CCOc1ccc2oc(C(=O)N(Cc3nnc(-c4ccccc4Cl)o3)C3CC3)c(C)c2c1
→ ?	-11%	1%	-7%	3	-6%	-1%	24%	7%
> Cc1ccccc1C(=O)N1CCN(c2ccccn2)CC1
→ ?	10%	0%	-18%	1	-9%	-1%	10%	0%
> O=S(=O)(c1ccccc1)c1nnn2c1nc(NC1CCN(Cc3ccccc3)CC1)c1ccccc12
→ 9%	-18%	0%	-13%	-1	-15%	1%	31%	-1%
> CC(C)NC(=O)N1CCN(c2ccncc2S(=O)(=O)N2CCCCC2)CC1
→ 24%	-3%	2%	3%	-1	6%	-14%	22%	-2%
> O=C(NCCc1ccccc1)c1ccc2c(c1)N(Cc1ccccc1Cl)C(=O)c1ccccc1S2
→ -25%[59 µM]	2%	-23%	-15%	-4	-14%	5%	26%	1%
